Bioassay records as filed in PubChem BioAssay.
dFosB act – enhances mouse delta FosB homodimer DNA binding. P13346. purified delta FosB, TAMRA-CDK5 oligo fluorescence polarization; percent of positive-control signal above neutral wells. activation, % at 25 µM. 340,000 compounds, 0.99% hits. AID 493131;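 active means mean activation above about 17%, with every replicate also reaching it, limit read from the data, passing the limit was not always enough; inconclusive means only one of the two conditions met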;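 further: fluorescence polarization rise as delta FosB binds a TAMRA Cdk5 AP-1 oligo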
Target sequence (P13346 whole entry, looked up): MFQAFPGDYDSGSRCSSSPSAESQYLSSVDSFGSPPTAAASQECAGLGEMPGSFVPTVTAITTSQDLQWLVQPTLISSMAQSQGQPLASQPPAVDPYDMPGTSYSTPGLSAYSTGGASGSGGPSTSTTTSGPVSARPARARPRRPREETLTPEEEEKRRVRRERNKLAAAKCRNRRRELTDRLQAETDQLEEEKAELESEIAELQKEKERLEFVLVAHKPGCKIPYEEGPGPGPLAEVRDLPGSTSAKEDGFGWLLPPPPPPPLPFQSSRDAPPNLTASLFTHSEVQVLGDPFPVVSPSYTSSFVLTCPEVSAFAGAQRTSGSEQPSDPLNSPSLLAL
V-ATPase pH – yeast V-ATPase proton transport regulation by pHLuorin; S. cerevisiae, pHLuorin cytosolic pH fluorescence; response, % at 10 µM; 350,000 compounds, 0.37% hits; AID 504577; in the data active means response mostly above about 7.3%, no sharp cut-off; inactive means mostly below about 5.4%; further: actives read high; inactives centre near 0; some compounds called inactive have numbers as strong as hits
Wnt bcat act – Wnt/beta-catenin pathway activation. activation, % at 9.35 µM. 300,000 compounds, 1.2% hits. Wnt/beta-catenin reporter cell assay, activator, plate reader. AID 743398; in the data active means activation above about 30%, passing the limit was not always enough; inconclusive means no clear call, values can overlap the other calls;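 further: 0% = neutral control wells and 100% = positive control wells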
CAL PDZ FP-1 – inhibitors of human CAL PDZ peptide binding; Q9HD26; inhibition, % at 20 µM; 330,000 compounds, 0.02% hits; purified CAL PDZ, TMR-peptide fluorescence polarization, 1 h; AID 504414;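 active means highest replicate inhibition of at least 40%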;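 further: plate controls were DMSO neutral control wells for no effect and unlabeled competitor peptide control wells for full effect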
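Control set: unlabelled peptide and DMSO controls / Material: purified CerCALP PDZ construct / Timing: 1 h incubation at room temperature before polarization reading / Doses: 20 µM, one dose / Detection: fluorescence polarization (mP)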
MITF act – activators of MITF-driven TRPM1 promoter activity in SK-MEL-5 cells; SK-MEL-5 TRPM1-promoter luciferase, 24 h; % of positive control, neutral wells = 0; activation, % at 12.5 µM; 300,000 compounds, 0.75% hits;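 active means mean activation of at least 80% with every replicate also reaching 80%; inconclusive means mean reaches 80% but some replicate falls short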;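 further: 0% = neutral control wells and 100% = parthenolide positive control wells; values of inactives mirror those of a sister screen read the other way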
Tat transport – blocks Tat-dependent protein export in E. coli. E. coli MC4100 TorA-mCherry Tat export, fluorescence. inhibition, % at 10 µM. 340,000 compounds, 0.036% hits;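 active means mean replicate inhibition at least 50% and at least half of replicates individually reaching 50%; inconclusive means only one of the two criteria met; inactive means neither criterion met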;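 further: exported cargo escapes ClpAP degradation while cytoplasmic cargo is degraded and loses fluorescence; 0% = median of neutral control wells and 100% = median of NaSCN control wells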
CAL PDZ FP-2 – CAL PDZ (human) peptide binding inhibition; purified CAL PDZ, TMR-peptide fluorescence polarization, 1 h; AID 602252; inhibition, % at 24.9 µM; 300,000 compounds, 0.92% hits;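 active means mean inhibition of at least 30% with at least half of replicates also reaching 30%; inconclusive means no clear call, values can overlap the other calls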;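 further: 0% = DMSO neutral control and 100% = excess unlabeled competitor peptide PRC23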
CDK5 inh – CDK5/p35 (human) kinase inhibition; Q00535+Q15078; Recombinant CDK5/p35, ADP-Glo luminescence, 60 min; inhibition, % at 10 µM; 330,000 compounds, 0.01% hits;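 active means highest replicate inhibition of at least 50% and at least 75% of replicates reaching 50%; inconclusive means only one of the two criteria met; inactive means both criteria failed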;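 further: plate controls were DMSO neutral control for no effect and GW8510 at 10 µM for full effect; many of its hits are not listed in these tables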
Rtt109 Vps75 – blocks Candida albicans Rtt109/Vps75 acetyltransferase activity; Q5AAJ8; purified Rtt109/Vps75, ThioGlo CoA-SH fluorescence, 4 h; inhibition, % at 34.9 µM; 330,000 compounds, 0.16% hits;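 active means inhibition of at least 50% in every replicate; inconclusive means best replicate reaches 50% inhibition but some replicates fall short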
Target sequence (Q5AAJ8 whole entry, looked up): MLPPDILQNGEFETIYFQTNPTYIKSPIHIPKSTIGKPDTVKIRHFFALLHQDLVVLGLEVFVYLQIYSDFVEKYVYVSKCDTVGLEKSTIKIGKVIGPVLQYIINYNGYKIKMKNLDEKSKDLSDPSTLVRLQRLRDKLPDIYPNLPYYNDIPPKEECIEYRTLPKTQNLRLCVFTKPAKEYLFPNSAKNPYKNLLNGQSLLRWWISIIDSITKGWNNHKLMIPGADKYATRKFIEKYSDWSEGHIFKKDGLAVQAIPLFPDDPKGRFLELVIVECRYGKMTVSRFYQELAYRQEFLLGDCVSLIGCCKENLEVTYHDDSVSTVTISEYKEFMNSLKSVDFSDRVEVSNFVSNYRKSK
cardiac RTF act – cardiac RTF calcium sensitization | IANBD-labeled TnC RTF fluorescence at EC20 calcium; 0% EC20 calcium, 100% full calcium | activation, % at 7.2 µM | 340,000 compounds, 0.24% hits | AID 493008;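 active means activation above the mean over all tested compounds plus 3 SD, cut at about 30% in these data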;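 further: rise in fluorescence read as greater calcium sensitivity of cardiac thin filaments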
* hit, by the source's call; u = inconclusive; x = no result given. Hits appear at their usual frequency (roughly 4.1% active in at least one column).

#	molecule	dFosB act	V-ATPase pH	Wnt bcat act	CAL PDZ FP-1	MITF act
1	Cc1ccc2nccc(C(=O)N3CCCC(N4CCN(c5ccc(F)cc5)CC4)C3)c2c1 (stereo not given)	0.0	1.4	2.4	-0.4	-12.4
2	O=C(COc1ccccc1)Nc1cc(S(=O)(=O)N2CCOCC2)ccc1N1CCCC1	-2.4	-0.9	4.7	0.0	-1.3
3	CCC(=O)NC(c1ccc(C)cc1)c1ccc2cccnc2c1O (stereo not given)	-0.8	0.8	0.1	-0.9	x
4	CC(C)NC(=O)COc1ccc(/C=N/NS(=O)(=O)c2ccccc2)cc1	-5.7	1.7	x	-0.2	-4.1
5	Cc1nn(C(=O)c2ccco2)c(C)c1Br	-9.6	x	x	-0.3	9.4
6	CCCc1ccc(C(=O)[C@@H]2[C@@H](C(C)=O)N3c4ccc(F)cc4C=C[C@@H]3[C@@]23C(=O)Nc2ccccc23)cc1	-18.1	2.8	-0.2	-0.1	-13.0
7	COc1ccc(CNC(=O)C[C@H]2C[C@H](C(=O)N(C(C)C)C(C)C)[C@@]3(C)c4[nH]c5cc(CCC(=O)N(C)C)ccc5c4CCN3C2=O)cc1OC	-3.4	4.4	-0.8	-0.2	1.0
8	COCCCNC(=S)N1CCN(C(c2ccccc2)c2ccccc2)CC1	7.8	2.7	6.9	0.5	11.4
9	CCOC(=O)C(CCc1nnc(N)s1)C(=O)OCC	-0.5	3.7	2.2	-2.4	7.7
10	CC1(C)Cc2c(c(=S)nc(-c3ccccc3)n2CCO)CO1	-0.9	4.0	-1.7	-1.8	0.9

#	Tat transport	CAL PDZ FP-2	CDK5 inh	Rtt109 Vps75	cardiac RTF act
1	7.5	-2.2	-0.9	1.3	-6.5
2	7.4	1.1	1.5	10.5	-0.1
3	-2.8	-3.9	-0.2	-5.1	-4.2
4	-8.6	0.2	-0.7	6.8	-2.1
5	-9.6	-1.9	0.6	-1.6	5.7
6	5.6	-3.4	-4.7	10.7	2.4
7	-4.3	-4.2	-5.2	10.1	-4.2
8	6.3	-4.0	-1.8	3.1	0.0
9	1.1	1.3	-0.4	17.5	0.7
10	-5.6	-3.0	0.5	1.6	-0.1

Later entries
#	molecule	dFosB act	V-ATPase pH	Wnt bcat act	CAL PDZ FP-1	MITF act
11	O=C(NCc1nnc(SCC(=O)N2CCCc3ccccc32)o1)c1c(F)cccc1Cl	1.6	0.0	50.5*	-2.5	-2.0
12	Cc1nc2ccccc2n1CC(=O)OCC(=O)NCCc1ccccc1	-5.2	0.5	x	-0.6	-6.4
13	CCCOc1ccc(-c2csc(N)n2)cc1[N+](=O)[O-]	-4.6	-0.7	-1.5	-2.8	99.3*
14	CC(=O)N1c2ccc(S(=O)(=O)NCCC(=O)Nc3ccc(OC(F)(F)F)cc3)cc2CC1C (stereo not given)	-12.5	-2.6	0.0	-3.5	-6.5
15	Cc1cc(C)c(NS(=O)(=O)c2ccc(Cl)c(C(=O)O)c2)c(C)c1	-3.9	-1.4	-0.6	-0.3	-1.1
16	C/C(=N\OC(=O)NC(C)C)c1sc(-c2ccccc2)nc1C	-14.5	1.5	-2.4	x	104.7*
17	CCN(CC)CCN(C(=O)c1ccc(C(C)=O)cc1)c1nc2ccc(Cl)cc2s1	-5.8	-5.9	1.9	-0.3	29.1
18	Cc1[nH]c2ccccc2c1C(=O)CNc1nccs1	2.3	6.1	-0.7	-3.3	-0.1
19	O=C(C[n+]1ccc(/C=N/O)cc1)NC(=O)Nc1ccccc1	-5.8	0.6	2.9	0.4	3.0
20	COc1ccc(CCNC(=O)c2ccc(N(C)S(=O)(=O)c3ccc(C)cc3)cc2)cc1	-13.7	-1.6	0.2	-1.6	-6.7

#	Tat transport	CAL PDZ FP-2	CDK5 inh	Rtt109 Vps75	cardiac RTF act
11	-8.6	-0.8	-4.5	1.4	-1.5
12	-1.2	x	2.2	-3.8	-1.3
13	-0.4	-5.5	x	4.6	-5.8
14	0.4	2.4	0.7	4.6	-1.9
15	4.2	-8.3	1.0	9.5	-4.1
16	-2.3	5.9	-0.7	3.2	0.2
17	0.2	-4.9	1.4	5.0	-2.2
18	6.0	-4.2	1.5	-9.5	-1.9
19	0.1	-1.4	0.3	-4.7	3.0
20	7.7	-1.6	1.1	0.5	-0.4

More entries follow:
#	molecule	dFosB act	V-ATPase pH	Wnt bcat act	CAL PDZ FP-1	MITF act
21	CC(C)(Oc1cccc2ccccc12)C(=O)O	-3.2	1.2	0.9	-0.1	-6.7
22	CCN(CC(=O)Nc1ccccc1C(F)(F)F)C(=O)Cc1ccc2c(c1)CCC2	-9.2	0.8	-0.2	-1.8	-5.1
23	Cc1cc(Br)c(OCC(=O)NN)c2c1CCC2	-5.0	-3.1	3.1	-1.4	-9.2
24	Cc1ccc2nc(SCC(=O)Nc3cccc(Cl)c3)nc(=O)n2c1	-11.2	-4.2	2.7	-1.4	29.6
25	O=C(c1ccccc1NS(=O)(=O)c1ccc2c(c1)OCCO2)N1CCOCC1	-2.9	0.8	-0.8	-2.5	5.4
26	COc1ccc2nc(N/C(=N/S(=O)(=O)c3cccs3)c3ccccc3Cl)sc2c1	-3.1	-1.6	-1.6	0.9	-10.8
27	C=CCOC(=O)COc1ccc2c(C)c(C)c(=O)oc2c1	-3.3	-2.9	-0.3	-0.8	x
28	CC(=O)c1cccc(NC(=O)c2cc(-n3cnnc3)ccc2Cl)c1	7.1	0.7	x	-1.2	2.1
29	CN(Cc1ccccc1)S(=O)(=O)c1cccc2nsnc12	2.4	-1.2	0.1	-0.4	-5.6
30	COc1ccccc1S(=O)(=O)Cc1ccc(C(=O)NCc2ccccc2)o1	-4.5	0.6	0.9	-3.8	3.6

#	Tat transport	CAL PDZ FP-2	CDK5 inh	Rtt109 Vps75	cardiac RTF act
21	-16.9	x	-2.1	-8.4	-2.2
22	-0.3	0.9	-1.7	0.6	3.1
23	1.5	1.1	-0.4	7.9	3.2
24	-11.7	-7.5	-1.0	-11.4	-4.7
25	-1.6	-0.2	1.7	6.3	0.3
26	-10.8	x	-3.5	9.3	1.5
27	-3.1	-6.3	0.8	4.0	-1.7
28	5.0	x	-2.7	7.4	0.6
29	-6.2	-2.7	-0.4	3.6	-2.1
30	2.5	-2.9	0.8	-10.0	3.5

The list continues.
#	molecule	dFosB act	V-ATPase pH	Wnt bcat act	CAL PDZ FP-1	MITF act
31	O=C(CNC(=O)Cc1ccccc1)NCC(=O)OCC(=O)c1cccc2ccccc12	-1.1	0.9	-0.7	-0.5	x
32	COC(=O)c1ccc(CNC(=O)C2CCC(=O)N(Cc3ccccn3)C2)cc1 (stereo not given)	-0.6	-5.5	0.0	-2.4	5.1
33	COc1cccc(-c2ccc(NC(=O)C3CCCN(Cc4cnc(C)s4)C3)cc2)c1 (stereo not given)	3.9	7.0	-0.5	-0.5	-12.7
34	Nc1ccccc1OCCOc1ccccc1N	0.6	-0.8	4.4	0.5	31.6
35	CC(NC(=O)c1cn(C(C)c2ccccc2F)nn1)c1ccncc1 (stereo not given)	-10.8	2.4	-1.9	0.0	4.9
36	c1ccc(CN2CCN(CCOCCOc3cccc4ccccc34)CC2)cc1	-5.4	-0.3	-0.9	-1.4	4.2
37	CCN(CC(=O)Nc1ccc2c(c1)OCCO2)C(=O)CN1C(=O)NC(C)(c2ccc(C)cc2)C1=O (stereo not given)	-11.3	-2.3	-2.7	-0.8	6.3
38	O=S(=O)(Cc1ccccc1)N1CCNCC1	-7.7	1.0	-0.3	-2.8	2.9
39	CC1CCCCN1C(=O)CN(C)S(=O)(=O)c1cccc2nsnc12 (stereo not given)	-5.7	-0.2	-2.2	-2.6	-1.3
40	Cc1coc2c(C)c3oc(=O)c(CCC(=O)NCCC(=O)O)c(C)c3cc12	-5.5	0.1	-2.4	-0.1	-1.6

#	Tat transport	CAL PDZ FP-2	CDK5 inh	Rtt109 Vps75	cardiac RTF act
31	-9.5	1.8	-0.5	-0.6	-0.1
32	u	-0.7	x	10.6	-6.8
33	-1.1	-4.2	1.0	11.6	-2.0
34	6.3	0.8	-1.4	-2.9	2.0
35	0.1	0.1	-0.9	15.2	0.9
36	-2.8	0.9	-0.8	-0.7	-1.8
37	-2.7	-0.5	-0.3	13.7	-1.3
38	-9.7	-0.4	-1.1	4.8	3.9
39	-7.5	-1.7	1.7	5.1	1.5
40	0.2	x	-0.7	0.1	-3.0

Next results
#	molecule	dFosB act	V-ATPase pH	Wnt bcat act	CAL PDZ FP-1	MITF act
41	COc1cc(F)ccc1S(=O)(=O)N1CCN(c2ccccc2)CC1	4.6	3.6	-2.3	0.1	x
42	Cn1c(/N=C/c2ccccc2[N+](=O)[O-])nc2ccccc21	-0.8	0.4	-1.0	-1.8	x
43	CC(=O)c1ccc(OCc2cc(C(=O)N(C)Cc3ncc(C)[nH]3)no2)cc1	-3.4	1.1	-3.1	-2.4	-7.8
44	CC(=O)c1c(-c2ccccc2)c2cc([N+](=O)[O-])ccc2[nH]c1=O	-3.4	-0.9	-3.3	-0.9	-10.5

#	Tat transport	CAL PDZ FP-2	CDK5 inh	Rtt109 Vps75	cardiac RTF act
41	-0.4	-4.4	0.5	10.9	-5.2
42	-1.8	1.4	0.9	1.1	2.7
43	-9.7	-3.7	-8.3	9.1	-3.9
44	-1.6	-4.0	0.7	5.9	1.9

Structures above that contain an aryl methoxy group:
#	molecule	dFosB act	V-ATPase pH	Wnt bcat act	CAL PDZ FP-1	MITF act
7	COc1ccc(CNC(=O)C[C@H]2C[C@H](C(=O)N(C(C)C)C(C)C)[C@@]3(C)c4[nH]c5cc(CCC(=O)N(C)C)ccc5c4CCN3C2=O)cc1OC	-3.4	4.4	-0.8	-0.2	1.0
20	COc1ccc(CCNC(=O)c2ccc(N(C)S(=O)(=O)c3ccc(C)cc3)cc2)cc1	-13.7	-1.6	0.2	-1.6	-6.7
26	COc1ccc2nc(N/C(=N/S(=O)(=O)c3cccs3)c3ccccc3Cl)sc2c1	-3.1	-1.6	-1.6	0.9	-10.8
30	COc1ccccc1S(=O)(=O)Cc1ccc(C(=O)NCc2ccccc2)o1	-4.5	0.6	0.9	-3.8	3.6
33	COc1cccc(-c2ccc(NC(=O)C3CCCN(Cc4cnc(C)s4)C3)cc2)c1 (stereo not given)	3.9	7.0	-0.5	-0.5	-12.7
41	COc1cc(F)ccc1S(=O)(=O)N1CCN(c2ccccc2)CC1	4.6	3.6	-2.3	0.1	x

#	Tat transport	CAL PDZ FP-2	CDK5 inh	Rtt109 Vps75	cardiac RTF act
7	-4.3	-4.2	-5.2	10.1	-4.2
20	7.7	-1.6	1.1	0.5	-0.4
26	-10.8	x	-3.5	9.3	1.5
30	2.5	-2.9	0.8	-10.0	3.5
33	-1.1	-4.2	1.0	11.6	-2.0
41	-0.4	-4.4	0.5	10.9	-5.2
